Screening results: PubChem, several laboratories
HIV fusion peptide: cell-free HIV fusion peptide-binding blockers – biochemical, uHTS, fluorescence dequenching, primary screen (AID 1986); cell-free peptide binding, fluorescence dequenching, 30 min; higher % means a stronger effect; one-dose inhibition, % at 20 µM; IC50 in µM for titrated hits; 290,000 tested, 0.3% active; in the data active means inhibition mostly above about 52%, no sharp cut-off; inactive means mostly below about 76%; further: some results filed as inactive read as strong as hits
KOR beta-arrestin-1: KOR agonists, beta-arrestin recruitment, primary screen, cell-based, luminescence, uHTS (AID 1777); KOR beta-arrestin recruitment, luminescence; higher % means a stronger effect; one-dose activation, % at 10 µM; EC50 in µM for titrated hits; 280,000 tested, 0.02% active; in the data active means activation above about 50%, passing the limit was not always enough; further: a part of the inactive calls stands beside numbers as strong as those of hits
GPR55 LPI antagonism: GPR55 antagonists blocking LPI-driven arrestin recruitment, primary screen, imaging, U2OS, beta-arrestin-GFP, LPI agonist (AID 2013) | U2OS GPR55 beta-arrestin-GFP translocation imaging, LPI antagonism; higher % means a stronger effect | inhibition, % at 10 µM; hits with a dose series show IC50 in µM | 290,000 tested, 0.13% active;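 active means spots per cell inhibited over 60%, with over 100 cells counted and total cytoplasm intensity under 500,000; inconclusive means wells with under 100 cells, flagged as likely toxic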;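 further: U2OS cells stably carrying GPR55 and arrestin-GFP stimulated by 5 µM LPI near EC80; imaged beta-arrestin-GFP aggregate spots per cell after agonist stimulation; plate controls were LPI-stimulated DMSO wells for no effect and DMSO wells without LPI for full effect; some results filed as inactive read as strong as hits; confirmed hits need IC50 under 10 µM and bright autofluorescent wells are also inconclusive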
NOD1 NF-kB reporter: NOD1 signaling inhibitors, primary screen, cell-based, luminescence, uHTS (AID 1578). NOD1-driven NF-kB luciferase reporter cells, luminescence; higher % means a stronger effect. 290,000 tested, 1% active. inhibition, % at 4 µM; hits with a dose series show EC50 in µM; in the data active means inhibition mostly above about 36%, no sharp cut-off; inactive means mostly below about 34%;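 further: HEK-293T reporter cells stimulated with the NOD1 agonist gamma-tri-DAP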
KOR beta-arrestin-2: kappa opioid receptor blockers – cell-based, luminescence, uHTS (AID 1778); KOR beta-arrestin recruitment, luminescence, antagonist mode; higher % means a stronger effect; one-dose inhibition, % at 10 µM; IC50 in µM for titrated hits; 290,000 tested, 0.091% active; further: strong numbers were not always called active
GPR55 activation: GPR55 agonists via beta-arrestin recruitment, primary screen, imaging, U2OS cells, beta-arrestin-GFP redistribution (AID 1961). U2OS GPR55 beta-arrestin-GFP redistribution imaging; higher % means a stronger effect. one-dose activation, % at 10 µM; EC50 in µM for titrated hits. 290,000 tested, 0.048% active;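 active means activation above 40% with more than 50 cells counted in the well; inconclusive means wells holding fewer than 50 cells, flagged as toxic or sparse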;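 further: U2OS osteosarcoma cells stably expressing GPR55 and beta-arrestin-GFP; plate controls were DMSO negative control for no effect and LPI positive control for full effect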
NOD2 inhibition: inhibition of NOD2-driven NF-kB reporter – cell-based, luminescence, uHTS, HEK293 (AID 1566) | HEK293 NOD2/NF-kB luciferase reporter, luminescence; higher % means a stronger effect | inhibition, % at 4 µM, or EC50 in µM where a hit was titrated | 290,000 tested, 0.63% active; further: many of its hits are not listed in these tables
GPR35 antagonists: GPR35 antagonists blocking zaprinast-driven arrestin recruitment, primary screen, imaging, U2OS, beta-arrestin-GFP, zaprinast agonist (AID 2058). inhibition, % at 10 µM; hits with a dose series show IC50 in µM. U2OS GPR35 beta-arrestin-GFP translocation imaging, zaprinast antagonism; higher % means a stronger effect. 290,000 tested, 0.052% active;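 active means inhibition of at least 50% with at least 30 cells and total cytoplasm GFP at most 10,000,000; inconclusive means under 30 cells or total GFP of 10,000,000 plus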
Myeloid diff 2: myeloid differentiation induction; calls only at 10 µM; ER-HoxA9 myeloid progenitors, lysozyme-GFP differentiation, flow cytometry; 360,000 tested, 1% active;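 active means normalized GFP-positive differentiation at or above the plate's own cutoff, the solvent-only control mean plus 3 SD; inconclusive means no clear call, values can overlap the other calls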;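 further: cells exposed to compound for four days before flow analysis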
Myeloid diff 2 GFP+ MAC1+ %: further read-out of Myeloid diff 2, marked with its call; GFP+ MAC1+ double positive, %; measured here: differentiation confirmed by MAC1 staining
Active calls of the source: *; i = inactive; ? = inconclusive; . = no result given; [ ] = dose if it differs, or a comment. Unless noted, no stated cut-off is given here; in the data, active means inhibition above about 50%; inactive means the rest.

SMILES	HIV fusion peptide	KOR beta-arrestin-1	GPR55 LPI antagonism	NOD1 NF-kB reporter	KOR beta-arrestin-2	GPR55 activation	NOD2 inhibition	GPR35 antagonists	Myeloid diff 2	Myeloid diff 2 GFP+ MAC1+ %
Cc1ccc2[nH]c(-c3ccccc3)c(CN3CCCC3)c(=O)c2c1	-1.1%	0.0%	6.2%	-11.4%	-12.1%	0.0%	16.7%	-13.0%	i	0.4
COc1ccccc1N1CCN(C(=O)CCn2c(=O)[nH]c3ccccc3c2=O)CC1	-1.0%	-1.4%	-4.8%	1.2%	7.1%	-0.1%	3.0%	-0.5%	i	1.6
COC(=O)CSc1cc(C)nc2ccc(OC)cc12	0.7%	-3.9%	4.6%	8.8%	35.1%	-0.4%	14.4%	-3.3%	i	1.4
O=C(Nc1ccc2c(c1)OCO2)c1c(F)c(F)c(F)c(F)c1F	-1.2%	-0.1%	-9.8%	-6.3%	40.0%	0.2%	-5.6%	9.1%	i	6.6
Nc1ccc2oc(=O)c3ccccc3c2c1	-0.7%	-2.6%	24.7%	-64.4%	0.9%	-0.1%	-60.2%	-8.4%	i	0.4
COc1ccc(NC(=O)c2cccc(N3C(=O)C4CCC(C)CC4C3=O)c2)c(OC)c1 (centres undefined)	-0.3%	0.6%	5.0%	-13.2%	14.0%	-0.1%	11.8%	1.8%	i	0.3
CNc1c(NS(=O)(=O)c2ccc(F)cc2)c(=O)oc2ccccc12	-1.3%	-0.5%	1.1%	-27.0%	44.2%	0.5%	-2.0%	-2.9%	i	0.2
CN(C)c1oc(-c2ccccc2)nc1C#N	0.9%	0.4%	-7.6%	-18.9%	-19.6%	-0.1%	-21.7%	-8.5%	i	1.0
COc1ccc(C(=O)C2CCCN(Cc3cccn3-c3ccc(Cl)cn3)C2)c(OC)c1 (centres undefined)	-2.2%	.	-8.2%	20.6%	-17.3%[20 µM]	0.2%	10.6%	20.2%	i	0.0
Cc1ccc(-c2nc3ncccc3o2)cc1NC(=O)c1ccccc1	-0.5%	3.7%	-0.3%	9.7%	11.3%	-0.2%	10.9%	-4.5%	i	0.1
O=C(Nc1nc(-c2ccco2)c(-c2ccco2)s1)C1CC(=O)N(c2ccc3c(c2)OCCO3)C1 (centres undefined)	59.5%*	-7.0%	1.2%	-9.7%	30.8%	0.2%	20.7%	2.0%	i	0.7
COc1ccc(NC(=O)c2cccnc2Nc2ccc(OC)cc2)cc1	-2.6%	6.2%	-1.1%	-13.2%	-30.2%	-0.2%	13.4%	0.7%	i	0.3
CCOC(=O)CNC(=O)c1cccnc1	6.5%	3.8%	17.1%	-13.2%	-9.4%	0.0%	-0.1%	12.0%	i	0.7
COc1cccc(NC(=O)c2cc3cccc(OC)c3o/c2=N\O)c1	-1.8%	19.9%	-0.8%	-5.8%	8.0%	-0.2%	-127.7%	-0.4%	.	.
CCOC(=O)CSc1nn(C)c(=S)s1	-0.4%	-2.8%	-1.2%	-20.2%	8.1%	-0.2%	1.3%	4.8%	i	1.8
O=C(COC(=O)CNC(=O)c1ccco1)Nc1ccc(Cl)cn1	0.4%	4.8%	-10.4%	-2.0%	-8.2%	-0.2%	5.2%	1.7%	i	1.6
O=C(c1ccc(Cl)c(S(=O)(=O)N2CCCC2)c1)N1CCN(c2ncccn2)CC1	-2.4%	-1.4%	-6.8%	-23.1%	-4.4%	0.0%	18.1%	13.4%	i	0.0
CN(CCNC(=O)C1CCN(S(=O)(=O)c2cnc[nH]2)CC1)Cc1ccccc1	-1.9%	-0.8%	13.2%	-28.8%	3.2%	0.0%	-17.0%	-19.2%	i	0.8
CN(C)/C=C/C(=O)/C=C/c1ccc(Cl)cc1	3.3%	-6.3%	15.8%	-32.9%	-29.4%[20 µM]	-0.1%	-30.4%	-0.9%	i	0.4
Cc1ccc(C)c(N2C(=O)CC(Cc3ccccc3)C2=O)c1 (centres undefined)	0.5%	1.8%	-2.9%	-34.4%	-20.0%[20 µM]	-0.3%	-1.5%	-3.2%	i	0.5

Shown with two lines to a compound: part of the list above
Order of values: HIV fusion peptide, KOR beta-arrestin-1, GPR55 LPI antagonism, NOD1 NF-kB reporter, KOR beta-arrestin-2, GPR55 activation, NOD2 inhibition, GPR35 antagonists, Myeloid diff 2, Myeloid diff 2 GFP+ MAC1+ %
CCOC(=O)CSc1nn(C)c(=S)s1
  -0.4%, -2.8%, -1.2%, -20.2%, 8.1%, -0.2%, 1.3%, 4.8%, i, 1.8
O=C(COC(=O)CNC(=O)c1ccco1)Nc1ccc(Cl)cn1
  0.4%, 4.8%, -10.4%, -2.0%, -8.2%, -0.2%, 5.2%, 1.7%, i, 1.6
O=C(c1ccc(Cl)c(S(=O)(=O)N2CCCC2)c1)N1CCN(c2ncccn2)CC1
  -2.4%, -1.4%, -6.8%, -23.1%, -4.4%, 0.0%, 18.1%, 13.4%, i, 0.0
CN(CCNC(=O)C1CCN(S(=O)(=O)c2cnc[nH]2)CC1)Cc1ccccc1
  -1.9%, -0.8%, 13.2%, -28.8%, 3.2%, 0.0%, -17.0%, -19.2%, i, 0.8

Later entries
SMILES	HIV fusion peptide	KOR beta-arrestin-1	GPR55 LPI antagonism	NOD1 NF-kB reporter	KOR beta-arrestin-2	GPR55 activation	NOD2 inhibition	GPR35 antagonists	Myeloid diff 2	Myeloid diff 2 GFP+ MAC1+ %
O=c1[nH]nc(SCc2nnc(-c3ccc([N+](=O)[O-])cc3)o2)n1C1CCCCC1	-2.1%	0.7%	-7.1%	-13.0%	29.8%	-0.2%	-2.2%	-4.4%	i	0.3
C=CCN(c1ccccc1)S(=O)(=O)c1cccc(C(=O)OCC(=O)NCCOC)c1	-1.2%	-1.5%	4.9%	-3.7%	15.2%	-0.1%	8.6%	15.6%	i	0.4
C(/C=C/c1ccco1)=N/N1CCN(c2ccccc2)CC1	0.8%	0.5%	17.6%	.	-13.3%	0.0%	-62.4%	8.6%	i	0.6
COc1ccc(Nc2nc(N3CCCCC3)c3ccccc3n2)cc1	-7.2%	8.3%	22.8%	46.6%	-5.7%	-0.7%	1.0%	-12.9%	i	0.9
Fc1ccc(CSc2nc3ncc(Br)cc3[nH]2)cc1	-0.4%	9.5%	-4.2%	-30.0%	-1.9%	-0.1%	-12.8%	3.5%	i	0.9
COc1ccc(-c2nn(-c3ccccc3)cc2C(=O)Nc2nc(CC(C)=O)ns2)cc1	-0.3%	0.4%	0.0%	10.0%	1.4%	0.0%	15.4%	3.7%	i	1.3
O=C(Nc1n[nH]c(=S)s1)c1ccc2ccccc2c1	1.6%	1.7%	?	-74.9%	-22.2%	-0.1%	-129.8%	-2.9%	i	0.7
CC(=O)c1ccc(Sc2ccccc2N)c([N+](=O)[O-])c1	0.6%	-4.4%	16.0%	-10.5%	15.7%	-0.1%	0.9%	5.0%	i	0.1
Fc1ccc2nc(Nc3nc4cc5c(cc4s3)OCCO5)sc2c1	-2.0%	-2.4%	3.2%	24.3%	-23.4%	-0.3%	-106.9%	.	i	0.8
CCC(C)(C)n1nnnc1C(c1ccc(OC)cc1)N1CCN(C(=O)c2ccco2)CC1 (centres undefined)	1.2%	-2.2%	10.9%	-11.5%	-45.4%	-0.2%	12.1%	0.5%	i	1.4
Cc1ccc(N/C=C2/Sc3ccccc3NC2=O)cc1	23.8%	10.9%	23.9%	-41.1%	-74.6%	3.4%	-83.5%	-9.8%	i	0.2
O=c1c2ccccc2ncn1Cc1ccccc1	-1.7%	1.9%	12.0%	-4.4%	16.5%	-0.1%	20.0%	13.7%	i	0.3
CCSc1nnc(NC(=O)c2cc(-c3ccc(C)c(C)c3O)n[nH]2)s1	-0.8%	0.5%	0.7%	-40.2%	-27.1%	-0.1%	-1.4%	5.8%	i	0.3
CC(=O)Nc1ccc(N2C(=O)C3C4CC(=O)C(c5ccccc54)C3C2=O)cc1 (centres undefined)	0.9%	-1.6%	5.9%	-21.2%	6.6%	0.0%	8.5%	20.3%	.	.
CSc1nnc([C@H](Cc2c[nH]c3ccccc23)NC(=O)OC(C)(C)C)o1	0.7%	3.9%	1.3%	-7.2%	14.1%	-0.1%	-15.6%	13.8%	i	0.4
CCOC(=O)COc1ccc(S(=O)(=O)N2CCc3ccccc3C2)cc1	-3.0%	-3.3%	-2.1%	-4.3%	31.5%	0.2%	10.1%	-6.2%	i	4.5
CCOC(=O)CSc1nnc2cc(C)c3ccccc3n12	1.5%	-2.4%	-2.5%	-30.5%	12.2%	-0.1%	3.3%	2.3%	i	0.8
COC(=O)c1cc2c(C)nn(C)c2s1	-0.3%	-3.8%	-8.2%	2.2%	8.2%	-0.2%	14.1%	-11.6%	i	0.6
CC1=C(C#N)C(=O)NC(=O)/C1=C\c1ccc(-c2cc(C)c(C)cc2[N+](=O)[O-])o1	21.8µM*	-2.8%	17.6%	-22.9%	-12.6%	-0.5%	25.0%	-4.5%	i	0.7
CC(OC(=O)CC1Sc2ccccc2NC1=O)C(=O)NC1CCCC1 (centres undefined)	0.3%	1.0%	0.5%	-22.5%	-2.4%	-0.2%	-8.6%	0.4%	i	0.6
CC(C)(C)NC(=O)C(=O)NNC(=O)c1cccc([N+](=O)[O-])c1	10.4%	-0.4%	-7.4%	-48.7%	-45.1%	-0.5%	-5.6%	6.7%	i	0.0
Cn1ccnc1SCC(=O)n1c2c(c3ccccc31)CCCC2	2.0%	1.6%	13.9%	-8.4%	-2.7%	-0.1%	4.7%	-8.9%	i	0.4
N#C/C(=N\Nc1ccccc1Cl)C(=O)c1ccccc1	14.2%	4.6%	0.9%	9.1%	-25.2%	-0.3%	32.5%	1.7%	i	0.4
CC(=O)N=c1sc2nc3ccccc3nc2n1N(C(C)=O)C(C)=O	4.9%	-1.9%	11.1%	-25.7%	-38.1%	0.2%	2.5%	2.4%	i	0.8
COC(=O)c1ccccc1NC(=O)CN(c1ccc(OC)cc1)S(C)(=O)=O	-0.7%	9.5%	1.0%	0.5%	6.1%	-0.2%	8.8%	-15.3%	i	1.5

An excerpt (hit frequency here may not be typical).
